From PubChem
FBA Mtb inh: Mtb FBA enzyme inhibitors, primary screen, biochemical, fluorescence, strain H37Rv; Fructose-bisphosphate aldolase (Mycobacterium tuberculosis (strain ATCC 25618 / H37Rv)), …; purified M. tuberculosis FBA, fluorescence read-out; inhibition, % at 1 µM; hit rate 2.3% among 360,000; AID 588726, 2011; in the data active = inhibition above about 27%;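 note: 0% = vehicle and 100% = reference inhibitor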
Target sequence (P9WQA3 whole entry, looked up): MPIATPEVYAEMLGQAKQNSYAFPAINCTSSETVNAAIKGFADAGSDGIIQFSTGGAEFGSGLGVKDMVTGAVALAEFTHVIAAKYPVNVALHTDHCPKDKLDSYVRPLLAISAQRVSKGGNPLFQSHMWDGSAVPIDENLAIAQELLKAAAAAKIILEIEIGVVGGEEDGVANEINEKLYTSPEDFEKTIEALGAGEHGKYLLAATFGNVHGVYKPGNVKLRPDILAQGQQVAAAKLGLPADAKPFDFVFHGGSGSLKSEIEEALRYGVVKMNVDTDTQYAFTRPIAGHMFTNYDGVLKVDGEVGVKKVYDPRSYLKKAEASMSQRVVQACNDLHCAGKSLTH
CCHF vOTU inh: CCHFV vOTU protease inhibitors, primary screen, biochemical, Pep-AMC substrate, fluorescence; Crimean-Congo hemorrhagic fever virus L polyprotein viral ovarian tumor (vOTU) protease …; inhibition, % at 11.5 µM; hit rate 0.55% among 370,000; AID 651958, 2012; note: 0% = vehicle wells with enzyme and 100% = no enzyme wells
Mtb BioA inh: M. tuberculosis BioA enzyme inhibitors, primary screen, biochemical, plate reader, single point, HTS; purified M. tuberculosis BioA enzyme; inhibition, % at 9.99 µM; hit rate 0.096% among 360,000; in the data active = inhibition above about 40%; inconclusive = no clear call, values can overlap the other calls
FadD28 binding: inhibitors of FadD28 bisubstrate probe binding, primary screen, biochemical, fluorescence polarization, single point. inhibition, % at 12.5 µM. hit rate 0.22% among 360,000; in the data active = inhibition above about 8.5%, passing the limit was not always enough; inconclusive = no clear call, values can overlap the other calls
BoNT-A LC inh2: BoNT/A light chain protease inhibitors, primary screen, biochemical, flow cytometry, MLPCN library. inhibition, % at 10 µM. hit rate 0.17% among 360,000. Botulinum neurotoxin type A light chain protease (Clostridium botulinum A str. ATCC 3502). multiplex microsphere protease substrate cleavage; in the data active = inhibition above about 30%; inconclusive = no clear call, values can overlap the other calls; note: plate controls were buffer without enzyme for full effect and enzyme alone for no effect
PrPC TRFRET: inhibitors of human cell surface prion protein PrPC, primary screen, cell-based, TR-FRET. TR-FRET read-out. inhibition, % at 13.8 µM. hit rate 0.43% among 370,000; in the data active = inhibition above about 24%; note: 0% = median of the test wells and 100% = reference compound wells
Mtb UGM inh: M. tuberculosis UGM enzyme inhibitors, primary screen, biochemical, fluorescence polarization, single point | UDP-galactopyranose mutase (Mycobacterium tuberculosis (strain ATCC 25618 / H37Rv)), … | purified UGM, fluorescence polarization probe displacement | inhibition, % at 10 µM | hit rate 0.06% among 320,000; in the data active = inhibition above about 10%, passing the limit was not always enough; inconclusive = no clear call, values can overlap the other calls
Target sequence (P9WIQ1 whole entry, looked up): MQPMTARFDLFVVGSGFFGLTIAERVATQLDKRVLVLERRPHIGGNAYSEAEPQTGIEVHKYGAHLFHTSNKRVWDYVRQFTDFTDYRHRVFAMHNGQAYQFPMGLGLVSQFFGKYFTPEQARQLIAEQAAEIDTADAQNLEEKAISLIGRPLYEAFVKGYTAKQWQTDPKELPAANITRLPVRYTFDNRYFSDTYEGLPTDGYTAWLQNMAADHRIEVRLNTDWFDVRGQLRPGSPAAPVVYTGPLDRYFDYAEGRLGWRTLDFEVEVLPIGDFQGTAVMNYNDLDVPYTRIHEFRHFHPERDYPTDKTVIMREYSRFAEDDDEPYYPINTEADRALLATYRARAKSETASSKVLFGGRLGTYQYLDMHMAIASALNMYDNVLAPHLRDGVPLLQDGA
BoNT-F LC inh: BoNT/F light chain protease inhibitors, primary screen, biochemical, flow cytometry, MLPCN library | Botulinum neurotoxin type F light chain protease (Clostridium botulinum) | inhibition, % at 10 µM | Multiplex microsphere protease cleavage assay | AID 588497, 2011 | hit rate 0.22% among 360,000; in the data active = inhibition above about 35%, passing the limit was not always enough; inconclusive = no clear call, values can overlap the other calls; note: plate controls were buffer without enzyme for full effect and enzyme alone for no effect
GDH-TPI counter: GDH-TPI coupling enzyme inhibitors, primary screen, artefact control for M. tuberculosis FBA inhibitor project, biochemical, absorbance, full deck. GDH-TPI coupled enzyme counterscreen, NADH absorbance. AID 588335, 2011. hit rate 1.2% among 360,000. inhibition, % at 4.8 µM;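 note: 0% = DMSO wells and 100% = wells lacking the enzyme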
Active calls of the source: *; ? = inconclusive; . = no result given. Cut-off read from the data, not from the text of the source, unless noted: active = inhibition above about 30%; inactive = the rest.

Results follow in this order: FBA Mtb inh, CCHF vOTU inh, Mtb BioA inh, FadD28 binding, BoNT-A LC inh2, PrPC TRFRET, Mtb UGM inh, BoNT-F LC inh, GDH-TPI counter
Cc1ccc(S(=O)(=O)N(CC(=O)N/N=C/c2ccco2)c2cc(Cl)cc(Cl)c2)cc1
    0, -1, -0.5, -0.2, 0.4, -6, 0.1, 0, 0
Cc1ccc(S(=O)(=O)N2C[C@]3(O)C[C@@H]4C(=O)N(c5ccccc5)C(=O)[C@@H]4C[C@]3(OC(=O)NCc3ccccc3)C2)cc1
    0, -5, -0.5, -2.8, -0.2, -3, ., -4, -3
O=[N+]([O-])c1ccc(N2CCN(c3ccccn3)CC2)c(Cl)c1
    -5, 4, 0.7, -2.0, 0.8, -2, -4.4, -13, 4
Cc1ccc(CC2(C)C(=O)Nc3ccc(OC(F)(F)F)cc32)cc1 (configuration not stated)
    -2, 24, 12, -2.0, -0.4, -3, ., -5, 15
COc1ccccc1NC(=S)NCCc1ccc(F)cc1
    -1, 1, ., -3.0, 0.2, 4, -1.1, -9, 0
CN1CCN(c2nc([N+](=O)[O-])nn2C)CC1
    3, -10, ., 2.3, 0.2, -3, 0.7, 1, -3
O=C1NC2=C(C(=O)OC2)C(c2ccc(OC(F)(F)F)cc2)N1 (configuration not stated)
    -1, 7, -1.1, -3.0, -0.4, -5, 1.2, -3, 4
CCc1nc2ccc(C(=O)NCCC(C)C)cn2c1N(CCN(C)C)CC1CC1
    -1, 13, -0.3, -3.2, 0.1, -13, ., -8, 1
COc1ccc(C(=O)N/C(=C\c2ccc(-c3cccc([N+](=O)[O-])c3)o2)C(=O)NCCCN2CCOCC2)cc1
    -3, 12, 0.6, 0.5, -0.7, -23, ., -11, 47*
O=C(Cn1c(NCCO)nc2ccccc21)NCCc1ccccc1
    -3, -10, -0.8, -1.0, -0.2, 2, -2.0, -4, 3
COc1cc(OC)c(C2=NOC(C(=O)Nc3c(C)nn(CC(=O)N4CCCC4)c3C)C2)cc1Cl (configuration not stated)
    -1, -9, -3.7, -0.2, -0.8, -13, -2.8, 0, -1
CNC(=O)Cc1csc2ccc(C)cc12
    -1, -4, -1.8, -5.1, ?, -8, 4.3, ?, -12
CCOC(=O)C1=C(c2ccccc2)NC(=O)NC1c1ccc(O)c(Cl)c1 (configuration not stated)
    4, 4, 0.0, -0.5, 3.4, 36*, 0.3, ?, -10
CCN(CC)Cc1cc(NC2=NS(=O)(=O)c3ccccc32)ccc1OC(=O)C(C)C
    -4, -6, 6.5, -1.9, 1.0, -3, -0.8, 1, 15
CCC(c1nnc(SCC(=O)Nc2cc(Cl)ccc2C#N)n1C1CCCCC1)N(C)C (configuration not stated)
    -2, 3, ., -2.4, 0.2, 7, -0.4, 2, 7
O=C(Nc1cccc(C(=O)NC2CCCC2)c1)c1ccccc1
    4, -3, 7.0, -2.1, -0.4, 3, -0.6, 3, -3
C[C@@H](C(=O)N1CCN(c2ccccc2)CC1)N1C(=O)C2CC=CCC2C1=O (some centres not stated)
    0, 8, -0.3, -4.0, -0.5, -4, 1.5, -3, 3
COc1ccccc1C=NN=Cc1ccccc1OC
    -2, 6, 0.2, -2.5, 0.1, -3, ., -3, 31*
COc1cc(/C=C/C(=O)OCC(=O)Nc2ccc3c(c2)OCCO3)ccc1OCC#N
    4, -2, -2.1, -6.1, 1.9, -1, 2.1, 12, 8
CCOc1ccc(C(C)=O)cc1COc1ccc(-n2cnnn2)cc1
    -3, 10, -2.2, -3.0, 1.4, 3, 6.2, -7, -4
CC(=O)N1CCN(c2ccccc2NC(=O)COc2ccc(Cl)cc2Cl)CC1
    -8, 9, 2.5, -5.1, 1.2, -2, 0.5, -22, -1
O=C(Nc1cccc(S(=O)(=O)N2CCCCC2)c1)c1cnccn1
    1, 11, 25, -3.5, -0.4, 5, -1.7, -2, 5
C=CCN(c1ccc(C(=O)NCCSc2ccccc2)cc1)S(C)(=O)=O
    2, -4, 2.3, -3.4, -1.2, 14, -0.1, ?, 2
CN(NC(=O)c1ccc(Cl)cc1)c1ncc(C(F)(F)F)cc1Cl
    0, -11, ., -2.8, -6.1, -1, -0.2, ?, -9
Oc1cccc2c(NC(=S)Nc3ccc(SC(F)F)cc3)cccc12
    30*, 11, ., -0.9, -0.4, 0, 2.3, -5, 4
O=C(CN1CCCCCC1)Nc1ccc(S(=O)(=O)N2CCCCC2)cc1
    1, -4, ., -1.7, 4.5, 3, -2.4, 3, -4
CC(C)Oc1ccc(C(=O)N2CCC(CCC(=O)NC3CC3)CC2)cc1
    -4, -2, 0.2, -2.3, 0.2, -1, ., -4, -4
CC(=O)NC1(c2ccccc2)CCN(c2cc(C)nc(-c3ccccc3)n2)CC1
    5, -10, 1.9, -1.6, 0.0, -5, 1.0, -2, 12
CCOC(=O)N1CCN(C(=O)Cc2ccccc2OC)CC1
    1, 0, 1.2, -0.8, -1.8, -4, -3.2, 4, 9
O=C1C2CC=CCC2C(=O)N1CNc1ccccc1 (configuration not stated)
    -1, 8, -1.4, -2.4, 2.4, 7, 1.3, 23, 7
CCN(CC)S(=O)(=O)c1cc(C(=O)OCC(=O)Nc2cccc(C)c2C)ccc1F
    -4, 8, ., 0.6, 0.9, 3, -2.7, -1, 6
CCC(=O)Nc1c2c(nn1-c1ccc([N+](=O)[O-])cc1)CS(=O)(=O)C2
    0, 12, -1.0, 0.1, -1.7, -18, 1.4, 1, 1
CC(C)=NNc1nc(-c2ccccc2)cs1
    0, -6, ., -1.2, 1.3, -1, 3.7, -3, 2
O=C1c2ccccc2C(=O)N1CCCOCc1c[nH]c(=O)[nH]c1=O
    -2, -3, ., -1.3, -0.6, -2, -0.5, 7, -1
Cc1cccc(NS(=O)(=O)c2cnc[nH]2)c1
    -2, 5, ., 1.0, 0.6, -1, ., -9, 2
CC(=O)N(CCP(=O)(c1ccccc1)c1ccccc1)Cc1ccco1
    2, 5, -3.8, -0.4, 0.9, 0, 2.4, ?, 0
O=C(O)c1ccc(NC(=O)c2ccc(Cl)cc2)c(NC(=O)c2ccc(Cl)cc2)c1
    -1, 16, 1.6, -2.3, 0.7, 0, 0.3, -36, -1
Cc1ccc2nc(SCC(=O)c3ccc(O)cc3O)[nH]c2c1
    7, 3, 1.6, -2.1, -0.3, 10, 0.8, 4, 51*
CC(Oc1ccc(Cl)cc1Cl)C(=O)NNC(=O)C(=O)N1CCCCC1 (configuration not stated)
    1, 6, ., -0.7, -1.0, 1, 0.0, 0, -3
CCOc1ccc(OCc2ccc(C(=O)N3CCCCC3)o2)cc1
    0, -11, 1.2, -1.1, -1.0, 3, 2.3, 0, 0
CCn1ncc(/C=N\NC(=O)COc2cc(C)cc(C)c2)c1C
    1, 5, 0.0, -1.0, 1.0, -1, 1.5, 8, 7
CC(OC(=O)Cc1c[nH]c2ccccc12)C(=O)Nc1ccc(S(N)(=O)=O)cc1 (configuration not stated)
    -3, -4, 25, -0.9, -4.0, -5, -2.8, -1, 5
COc1ccc(OC)c(NC(=O)CN2c3cccc4cccc(c34)S2(=O)=O)c1
    4, 1, 0.7, 0.3, -4.1, -3, 1.1, -13, 4
CCOc1ccccc1C1C(C(N)=O)=C(C)Nc2nc(-c3ccc(OC)cc3)nn21 (configuration not stated)
    4, -11, 0.7, -1.4, -7.5, 9, 1.9, -19, -3
COc1cc(C(=O)N(CCN(C)C)CC2CCCN(Cc3ccccc3F)C2)ccc1C (configuration not stated)
    -1, -2, 1.4, 0.0, -1.0, -9, 2.1, 12, 0
O=C(CN1C(=O)COc2ccccc21)N1CCN(c2ccccc2F)CC1
    0, -10, 6.0, 0.4, -0.9, 0, 1.7, -12, 4
Cc1cc(C(=O)NC2CCC(C)CC2)c(C)o1 (configuration not stated)
    1, -3, -1.1, -4.3, 3.6, 3, 2.3, 15, 13
CCOC(=O)N1CCN(C(=O)CSc2nnc(-c3ccccc3OC)o2)CC1
    3, 6, -1.2, -1.5, 0.4, -1, 0.1, 2, 6
COc1ccc(CCNC(=O)CC2(CC3=NS(=O)(=O)c4ccccc4N3)CCCC2)cc1OC
    1, 1, 2.2, -0.4, 2.2, -3, 1.7, 1, -7
COc1cccc(C(=O)Nc2cccc(C(=O)NC3=NN(c4c(Cl)cc(Cl)cc4Cl)C(=O)C3)c2)c1
    -1, 2, -1.7, -7.1, 1.0, -2, -1.4, 6, -5
N#Cc1cc2c(ccc3ccccc32)oc1=O
    73*, -57, ., 0.0, 0.3, 10, -0.9, -2, 1
O=C(N/N=C/c1ccncc1)c1cc(C2CC2)nc2ccccc12
    -3, ., 3.4, -8.1, 2.4, ., 3.0, -7, -4
CCn1c(N)c(C(=O)NC)sc1=S
    -1, 19, -0.1, 1.3, -0.3, -6, 0.7, -10, 5
COC(=O)CC1C(=O)NCCN1C(=O)CSc1nnc(Nc2ccc(C)cc2)s1 (configuration not stated)
    -2, 6, -1.1, -3.7, 0.2, 0, 1.5, ?, 3
CC(OC(=O)/C=C/c1ccc2ccccc2n1)C(=O)Nc1ccc(S(N)(=O)=O)cc1 (configuration not stated)
    1, 12, -2.2, -4.1, -1.4, -5, -0.4, 2, 2
O=C(c1ccccn1)N1CCN(S(=O)(=O)c2ccc3ccccc3c2)CC1
    4, -9, -1.2, -1.0, 0.6, 7, 1.6, 5, 1
CSc1nnc(-c2sc(-c3ccccc3)nc2C)n1C
    54*, -24, ?, -1.4, ., -3, -2.1, ., 12

4 entries picked at random from those above:
Results follow in this order: FBA Mtb inh, CCHF vOTU inh, Mtb BioA inh, FadD28 binding, BoNT-A LC inh2, PrPC TRFRET, Mtb UGM inh, BoNT-F LC inh, GDH-TPI counter
O=C(c1ccccn1)N1CCN(S(=O)(=O)c2ccc3ccccc3c2)CC1
    4, -9, -1.2, -1.0, 0.6, 7, 1.6, 5, 1
N#Cc1cc2c(ccc3ccccc32)oc1=O
    73*, -57, ., 0.0, 0.3, 10, -0.9, -2, 1
CC(OC(=O)/C=C/c1ccc2ccccc2n1)C(=O)Nc1ccc(S(N)(=O)=O)cc1 (configuration not stated)
    1, 12, -2.2, -4.1, -1.4, -5, -0.4, 2, 2
CSc1nnc(-c2sc(-c3ccccc3)nc2C)n1C
    54*, -24, ?, -1.4, ., -3, -2.1, ., 12
